M5 ag: agonists of human muscarinic M5 receptor (CHRM5); P08912; CHO-K1 hM5 cells, Fluo-8 calcium fluorescence; 0% DMSO wells, 100% maximal acetylcholine response; activation, % at 3 µM; hit rate 0.19% among 360,000; AID 624037;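 active = activation above the run's mean over test compounds plus 3 SD, cut at about 23% in these data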;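 note: signal is peak over basal fluorescence ratio across the kinetic read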
Target sequence (P08912 whole entry, looked up): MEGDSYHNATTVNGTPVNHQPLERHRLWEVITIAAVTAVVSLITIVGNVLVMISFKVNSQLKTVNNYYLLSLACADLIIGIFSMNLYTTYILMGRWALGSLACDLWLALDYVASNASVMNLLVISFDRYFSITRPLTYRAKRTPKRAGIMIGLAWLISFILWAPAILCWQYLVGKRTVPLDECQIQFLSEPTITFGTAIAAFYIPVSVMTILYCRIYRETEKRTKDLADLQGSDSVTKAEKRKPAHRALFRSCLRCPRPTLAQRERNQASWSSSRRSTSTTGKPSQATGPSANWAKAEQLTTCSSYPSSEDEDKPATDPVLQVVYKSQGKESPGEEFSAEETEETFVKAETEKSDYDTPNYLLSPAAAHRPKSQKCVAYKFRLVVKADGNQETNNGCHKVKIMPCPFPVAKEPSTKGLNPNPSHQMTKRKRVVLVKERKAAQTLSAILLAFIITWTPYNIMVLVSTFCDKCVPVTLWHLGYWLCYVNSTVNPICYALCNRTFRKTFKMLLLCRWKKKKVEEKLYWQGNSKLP
CHRM1 antagonist: human CHRM1 antagonism; CHO-K1 hM1, Fluo-8 calcium fluorescence, ACh EC80 antagonist; inhibition, % at 3 µM; hit rate 1.3% among 360,000; AID 588852;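 active = percent inhibition above its own plate's cutoff, namely the mean of that plate's compound wells plus 3 SD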;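 note: peak over basal fluorescence ratio during 140 s after agonist addition; 0% = ACh EC80 plus DMSO and 100% = DMSO alone without agonist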
CHRM5 antagonist: antagonists of human muscarinic M5 receptor (CHRM5) | CHO-hM5 cells, Fluo-8 calcium fluorescence, ACh EC80 | inhibition, % at 3 µM | hit rate 0.59% among 360,000;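 active = inhibition above a per-plate cutoff, the mean of that plate's test compounds plus 3 SD, cut at about 27% in these data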;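 note: 0% = acetylcholine EC80 with DMSO and 100% = DMSO without agonist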
CHRM4 antagonist: CHRM4 antagonism in calcium assay. CHO-hM4 cells, ACh EC80, Fluo-8 calcium fluorescence. P08173. hit rate 0.73% among 360,000. inhibition, % at 3 µM;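 active = inhibition above its plate's cutoff, the mean inhibition of sample wells plus 3 SD, cut at about 27% in these data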;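 note: 0% = acetylcholine EC80 with DMSO and 100% = DMSO without agonist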
Target sequence (P08173 whole entry, looked up): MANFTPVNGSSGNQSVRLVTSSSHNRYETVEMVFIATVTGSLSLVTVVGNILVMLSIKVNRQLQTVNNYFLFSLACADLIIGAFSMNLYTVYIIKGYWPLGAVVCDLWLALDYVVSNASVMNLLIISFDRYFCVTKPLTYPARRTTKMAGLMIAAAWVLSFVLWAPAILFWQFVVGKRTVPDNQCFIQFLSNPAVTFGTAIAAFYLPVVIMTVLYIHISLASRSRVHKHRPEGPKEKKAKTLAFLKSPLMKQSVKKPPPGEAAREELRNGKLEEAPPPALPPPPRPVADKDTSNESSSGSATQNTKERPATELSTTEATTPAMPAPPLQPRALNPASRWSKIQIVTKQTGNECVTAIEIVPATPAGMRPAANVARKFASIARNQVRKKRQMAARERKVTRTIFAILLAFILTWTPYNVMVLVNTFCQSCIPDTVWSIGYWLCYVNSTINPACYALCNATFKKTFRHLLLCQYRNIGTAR
CHRM4 PAM: positive allosteric modulators of human muscarinic M4 receptor | activation, % at 3 µM | CHO-K1 hM4/Gqi5, Fluo-8 calcium fluorescence, ACh EC20; 0% = ACh EC20, 100% = maximal ACh | AID 624126 | hit rate 0.4% among 360,000;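 active = activation above its plate's cutoff, the mean activation of sample wells plus 3 SD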; note: some results filed as inactive read as strong as hits
CHRM5 PAM: potentiates acetylcholine response at human M5 receptor; P08912; CHO-K1 hM5, Fluo-8 calcium, ACh EC20 PAM; 0% = ACh EC20, 100% = ACh EC100; activation, % at 3 µM; hit rate 0.3% among 360,000; AID 624038;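 active = activation above the run cutoff, the mean activation of all test compounds plus 3 SD, cut at about 18% in these data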
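System – CHO-K1 hM5 cells · Compound – 3 µM, single dose · Incubation – compound preincubation 140 s before EC20 acetylcholine addition · Technique – Fluo-8 calcium fluorescence · Measure – Max/basal fluorescence ratio as % of EC20–EC100 ACh window · Benchmarks – low control EC20 acetylcholine (0%), high control EC100 acetylcholine (100%) · Replication – singlicate, one well per test compound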
M1 PAM: potentiates human M1 receptor response to acetylcholine. CHO-K1 hM1, Fluo-8 calcium fluorescence, ACh EC20; 0% = ACh EC20, 100% = maximal ACh. activation, % at 3 µM. hit rate 0.088% among 360,000; in the data active = activation above about 19%, passing the limit was not always enough
CRFR2-BP ag: CRF-BP/CRF-R2 complex agonism | HEK293 CRF-R2/CRF-BP, calcium dye fluorescence (FLIPR); percent of saturating CRF peptide response | activation, % at 13.2 µM | hit rate 0.46% among 350,000;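 active = activation of at least 50%, plus an integration ratio under a set limit after plate pattern correction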;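 note: plate controls were neutral control wells without compound for no effect and CRF at EC100 for full effect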
CHRM4 agonist: CHRM4 agonism in calcium assay; hit rate 0.14% among 360,000; P08173; activation, % at 3 µM; CHO-K1 hM4/Gqi5, Fluo-8 calcium fluorescence; vehicle 0%, full acetylcholine response 100%;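 active = activation above the run mean over all test wells plus 3 SD, cut at about 32% in these data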;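 note: peak over basal fluorescence ratio per well then scaled between controls; 0% = DMSO wells and 100% = acetylcholine at EC100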
Numbers without * were called inactive; · = not tested or not shown.

Each structure is followed by: M5 ag, CHRM1 antagonist, CHRM5 antagonist, CHRM4 antagonist, CHRM4 PAM, CHRM5 PAM, M1 PAM, CRFR2-BP ag, CHRM4 agonist
1) CCOC(=O)c1c(N)sc2c1C1CCN2CC1
→ -4, 3, -5, -11, 4, -1, -7, 2.4, 1
2) Cc1cc(C)n(S(=O)(=O)c2ccc3ccccc3c2)n1
→ -7, 20, 2, 11, -12, -22, -24, -0.5, 3
3) CCOc1ccc(-c2nnn(CC(=O)NCc3cccs3)n2)cc1
→ 3, -7, -4, -5, 8, 1, 7, -1.8, 2
4) O=C(Nc1ccc(C(=O)N2CCN(c3ccccc3F)CC2)cc1)C1=CSCCO1
→ 1, 2, 3, -4, -2, -3, 3, -0.1, 19
5) Cc1ccc(-n2nc(C)cc2NC(=O)CC#N)cc1
→ -1, 1, 4, 2, -3, 3, 6, 0.2, 0
6) c1cc[n+](CCCC[n+]2ccccc2)cc1
→ 1, -21, 3, -2, 0, -2, 24, 1.7, 0
7) CC(C)(C)c1ccc(Cn2nnc3c(=O)[nH]c(C4CCN(C(=O)Cc5cccs5)CC4)nc32)cc1
→ 2, 0, 6, -5, 16, 2, 7, -3.2, 0
8) CC1=CCC2C(=O)N(c3ccc(Br)cc3C)C(=O)C2C1 (stereo not drawn)
→ -9, -6, -8, -2, 1, -8, 3, -1.5, 2
9) Cc1nn(CCC(=O)N2CCN(S(=O)(=O)c3ccc(Cl)cc3)CC2)c(C)c1C
→ 0, -21, 3, 0, 1, 3, 10, -0.8, 1
10) S=C(Nc1ccc(Cl)cc1)NN1CCOCC1
→ 0, -7, -1, 2, 9, 2, 14, -2.2, 1
11) Cc1[nH]c2ccccc2c1N=Nc1cc(C(=O)O)cc(C(=O)O)c1
→ -1, 1, -5, -9, 3, 7, 5, -2.1, 1
12) COc1cccc(C(=O)Nc2c3c(nn2-c2cccc(C)c2C)CS(=O)C3)c1OC (stereo not drawn)
→ -2, -15, 1, 0, 1, 4, -1, 0.6, 3
13) O=C(Nc1nc2ccc([N+](=O)[O-])cc2s1)c1ccncc1
→ -2, 4, 3, 1, -8, -4, -1, 31, 2
14) CCn1c(C)cs/c1=N\C(=S)Nc1ccccc1C
→ -5, -1, 8, 2, -6, -3, 4, -1.7, -1
15) Cc1ccc(C2(c3ccccc3)NC(=O)N(CC(=O)N(C)C3CCS(=O)(=O)C3)C2=O)cc1C (stereo not drawn)
→ 0, -16, -7, 0, 6, 8, 15, -0.6, 0
16) COc1cc(/C=N/Nc2ccc(Cl)c(C(=O)O)c2)ccc1OC(=O)c1ccco1
→ -1, -11, 11, 6, 0, 3, 10, -2.4, 0
17) CCc1ccccc1Oc1nc(NC(C)C)nc2ccsc12
→ -3, 9, 13, 6, -5, -7, -10, ·, -2
18) CCN(C1CCCCC1)S(=O)(=O)c1ccc(S(=O)(=O)N2CCN(CCC#N)CC2)cc1
→ -2, -10, -3, -7, -12, -5, -5, 0.6, 4
19) CCCN(CCC)C(=O)c1cc2c(=O)n3cccc(C)c3nc2s1
→ -3, -2, 2, -16, 5, -2, 0, -1.2, 5
20) CCN(CC)C(CNC(=O)c1cc(=O)[nH]c2ccccc12)c1ccccc1Cl (stereo not drawn)
→ -8, 55*, 7, -5, -8, -10, -30, -0.4, 1
21) CNC(=S)NCc1ccc(OC)cc1
→ -1, 19, 12, 17, -11, -6, -9, -0.2, 0
22) N#CCCN(C1CCCCC1)S(=O)(=O)CCOc1ccccc1
→ 2, -5, -4, -10, 12, -1, 4, 2.0, 3
23) COc1ccc(NC(=S)NNc2ccc(S(=O)(=O)Nc3ccccc3C(=O)O)cc2[N+](=O)[O-])cc1
→ 2, -19, 7, -8, 8, -2, 14, 0.4, 0
24) c1nc(NCCN2CCOCC2)c2c3c(sc2n1)CCCCC3
→ 0, 3, 3, 10, -11, -3, -1, 1.3, 0
25) CN1CCN(S(=O)(=O)c2cccc(C(=O)N(C)CC(=O)Nc3ccc(F)c(F)c3F)c2)CC1
→ -4, -8, -6, -3, 4, 5, 6, 0.3, 1
26) Cc1cccc(N2CCN(C(=O)Cn3c(=O)[nH]c4ccsc4c3=O)CC2C)c1 (stereo not drawn)
→ 1, -19, -4, -2, 6, 2, 10, -1.6, 2
27) O=C(COC(=O)c1ccc2ccccc2n1)c1ccccc1
→ -1, 19, 21, 12, -12, -14, -6, 0.6, 19
28) CCCCn1c(N)c(N(CC(C)C)C(=O)c2cccs2)c(=O)[nH]c1=O
→ -1, -17, 0, -3, 1, 0, 7, 0.8, 0
29) Cc1cc(C(=O)N/N=C/c2cccs2)n[nH]1
→ 0, -1, -4, -4, 3, 7, 1, -0.4, 1
30) Cc1cc2nc(C3CCN(Cc4nnnn4Cc4cccs4)CC3)[nH]c2cc1C
→ -11, -13, -10, -1, -7, -1, 3, -8.4, -1
31) O=S(=O)(N/N=C\c1cccc(F)c1)c1ccccc1
→ -5, -7, 5, -8, 10, 2, 6, -0.4, 1
32) CCOc1cc(OCC)cc(C(=O)NCCN2CCC(n3c(=O)[nH]c4ccccc43)CC2)c1
→ -2, ·, -11, -11, -1, -8, ·, ·, 8
33) COc1ccccc1N1CC(C(=O)Nc2nnc(SCC(=O)NC(C)C)s2)CC1=O (stereo not drawn)
→ -2, -7, 10, 2, 9, 0, 5, 0.1, 1
34) Cc1cccc(NC(=O)Nc2cccnc2)c1C
→ -4, -1, 2, 2, -4, -3, 7, 1.0, 0
35) CC(NC(=O)C1CCC(CNS(=O)(=O)c2ccccc2)CC1)c1ccccc1 (stereo not drawn)
→ 1, 17, 8, 0, -4, -6, -2, -1.0, 3
36) O=C(Nc1ccc(N2CCCCC2)c(Cl)c1)c1ncn[nH]1
→ 0, -5, 1, 5, -4, -1, -1, -0.8, -1
37) Cc1ccc(NC(=O)C(C)N2CCOCC2)c(C(=O)c2ccccc2)c1 (stereo not drawn)
→ -1, -6, -1, -11, 1, -6, 8, -0.6, 0
38) Brc1ccc(N=NNc2ccccc2)cc1
→ -1, -14, 9, 3, 0, 1, 11, -1.7, 0
39) COc1ccc(CN(C)C(=O)c2cccc(S(=O)(=O)N3CCCc4ccccc43)c2)c(OC)c1OC
→ -1, 12, 19, 11, -8, -23, -15, 1.9, 14
40) C=CCn1c(COc2ccccc2)nnc1SCC(=O)Nc1ccc2c(c1)OCCO2
→ -1, -36, 6, -4, -7, -9, 10, -4.0, 5

Some of these compounds in order of SMILES length, falling.
Each structure is followed by: M5 ag, CHRM1 antagonist, CHRM5 antagonist, CHRM4 antagonist, CHRM4 PAM, CHRM5 PAM, M1 PAM, CRFR2-BP ag, CHRM4 agonist
23) COc1ccc(NC(=S)NNc2ccc(S(=O)(=O)Nc3ccccc3C(=O)O)cc2[N+](=O)[O-])cc1
→ 2, -19, 7, -8, 8, -2, 14, 0.4, 0
39) COc1ccc(CN(C)C(=O)c2cccc(S(=O)(=O)N3CCCc4ccccc43)c2)c(OC)c1OC
→ -1, 12, 19, 11, -8, -23, -15, 1.9, 14
32) CCOc1cc(OCC)cc(C(=O)NCCN2CCC(n3c(=O)[nH]c4ccccc43)CC2)c1
→ -2, ·, -11, -11, -1, -8, ·, ·, 8
26) Cc1cccc(N2CCN(C(=O)Cn3c(=O)[nH]c4ccsc4c3=O)CC2C)c1 (stereo not drawn)
→ 1, -19, -4, -2, 6, 2, 10, -1.6, 2
35) CC(NC(=O)C1CCC(CNS(=O)(=O)c2ccccc2)CC1)c1ccccc1 (stereo not drawn)
→ 1, 17, 8, 0, -4, -6, -2, -1.0, 3
30) Cc1cc2nc(C3CCN(Cc4nnnn4Cc4cccs4)CC3)[nH]c2cc1C
→ -11, -13, -10, -1, -7, -1, 3, -8.4, -1
37) Cc1ccc(NC(=O)C(C)N2CCOCC2)c(C(=O)c2ccccc2)c1 (stereo not drawn)
→ -1, -6, -1, -11, 1, -6, 8, -0.6, 0
22) N#CCCN(C1CCCCC1)S(=O)(=O)CCOc1ccccc1
→ 2, -5, -4, -10, 12, -1, 4, 2.0, 3
31) O=S(=O)(N/N=C\c1cccc(F)c1)c1ccccc1
→ -5, -7, 5, -8, 10, 2, 6, -0.4, 1
29) Cc1cc(C(=O)N/N=C/c2cccs2)n[nH]1
→ 0, -1, -4, -4, 3, 7, 1, -0.4, 1
38) Brc1ccc(N=NNc2ccccc2)cc1
→ -1, -14, 9, 3, 0, 1, 11, -1.7, 0

Additional results
Each structure is followed by: M5 ag, CHRM1 antagonist, CHRM5 antagonist, CHRM4 antagonist, CHRM4 PAM, CHRM5 PAM, M1 PAM, CRFR2-BP ag, CHRM4 agonist
41) CC(C)Cc1nc(N2CCOCC2)c(C#N)c2c1CCC2
→ -7, -14, 9, -1, 2, -4, 2, 2.2, 0
42) COc1ccc(NC(=O)Cn2c(=O)sc3ccccc32)c(OC)c1
→ -2, -12, 5, -10, -4, -6, 13, 1.6, 1
43) Cc1ccc(Cl)cc1NC(=O)CC1NCCNC1=O (stereo not drawn)
→ 1, -9, -7, 2, 18, 1, 11, -1.4, 0
44) CN(C(=O)c1cccc(NC(=O)Cc2ccc(NC(=O)C3CCN(C(=O)CCc4ccccc4)CC3)cc2)c1)C1CC1
→ -2, -18, 4, -6, 10, -4, 11, 2.9, 1
45) COC(=O)C(Cc1ccccc1)P(=O)(c1ccccc1)c1ccccc1 (stereo not drawn)
→ -4, 5, 0, 4, 3, -7, -1, -1.8, 1
46) Cc1cccc(NC(=O)CN2CCN(C(=O)c3cncn3-c3ccc(F)cc3)CC2)c1C
→ 2, -5, 3, -6, 0, -3, 6, 0.0, 1
47) O=C(NC(c1ccc(-c2ccccc2)cc1)c1cnccn1)C1CCN(Cc2cccc(C(F)(F)F)c2)CC1 (stereo not drawn)
→ -1, -8, 10, 5, -7, -5, 6, ·, 16
48) C=CC[n+]1c(/C=C/c2ccc(OC(C)=O)c(OC)c2)ccc2ccccc21
→ -4, -5, 4, -5, -4, -2, 6, -0.9, 0
49) N#CCCN(CCCN1CCOCC1)CN1C(=O)c2ccccc2C1=O
→ 0, 4, 2, -12, -6, 1, -3, -0.2, 1
50) Cc1[nH]n2c(=O)cc(C(C)C)nc2c1-c1ccccc1
→ 1, -5, 12, 4, 2, -1, 11, -2.2, -2
51) CCCNC(=O)NC(=O)CSc1ncc(C(F)(F)F)cc1Cl
→ 0, -15, -2, -7, 4, 1, 9, -8.0, 0
52) COc1ccc(S(=O)(=O)NNC(=O)c2cc3ccccc3o2)cc1
→ -1, -4, -6, -3, 0, 0, -3, -1.4, 0

Screens (PubChem)
